E coli WT exp = growth inhibitors of E. coli BW25113 wild type; OD600 absorbance; growth inhibition, % at 100 µM; 98,000 compounds, 0.15% hits; AID 710;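 active = growth inhibition above about 50% at one test dose, limit read from the data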;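 note: growth measured after 20 h incubation at 37 °C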
EphB4 antag = blocks human EphB4 binding to ephrin-B2; inhibition, % at 7 µM; 97,000 compounds, 0.15% hits; EphB4 LBD / TNYL-RAW-Alexa532 peptide, fluorescence polarization; P54760;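 active = inhibition above the screen-wide mean inhibition plus 3 SD, cut at about 15% in these data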;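 note: 0% = DMSO wells and 100% = excess unlabeled TNYL-RAW peptide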
CYP2C19 inhib = human CYP2C19 inhibition | P33261 | CYP2C19 Supersomes, luciferin-H EGE luminescence, 30 min | inhibition, % at 5 µM | 96,000 compounds, 21% hits | AID 778;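 active = CYP2C19 inhibition above a set limit at 5 µM in the primary screen, cut at about 50% in these data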;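 note: plate controls were negative control wells for no effect and 2.5 mM tranylcypromine positive control for full effect; values of inactives mirror those of a sister screen read the other way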
Target sequence (P33261 whole entry, looked up): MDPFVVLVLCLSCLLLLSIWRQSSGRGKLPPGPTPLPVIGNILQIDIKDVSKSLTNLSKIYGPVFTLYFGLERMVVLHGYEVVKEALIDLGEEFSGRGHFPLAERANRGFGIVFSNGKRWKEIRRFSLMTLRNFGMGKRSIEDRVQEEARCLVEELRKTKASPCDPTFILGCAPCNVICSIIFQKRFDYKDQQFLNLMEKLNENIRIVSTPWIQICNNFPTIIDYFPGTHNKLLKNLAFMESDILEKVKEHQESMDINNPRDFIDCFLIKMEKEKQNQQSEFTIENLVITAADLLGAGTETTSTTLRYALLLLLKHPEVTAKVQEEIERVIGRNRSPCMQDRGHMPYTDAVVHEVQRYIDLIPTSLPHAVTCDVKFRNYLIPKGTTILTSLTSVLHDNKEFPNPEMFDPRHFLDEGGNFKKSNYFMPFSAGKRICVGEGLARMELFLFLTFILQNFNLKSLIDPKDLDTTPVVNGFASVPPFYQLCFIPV
CYP2C9 activ = CYP2C9 (human) activation; P11712; recombinant CYP2C9, luciferin-H conversion, luminescence; active compounds read high; factor 1 = untreated enzyme, 0 = blocked; activation factor at 5 µM; 96,000 compounds, 1.4% hits; AID 1024;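 active = activation factor of 2 or more for CYP2C9 at a 5 µM dose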;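 note: 0 = sulfaphenazole-blocked wells and 1 = vehicle-only wells; values of inactives mirror those of a sister screen read the other way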
CYP2C19 activ = increases human CYP2C19 enzyme activity; P33261; 96,000 tested, under 10 active; activation factor at 5 µM; recombinant CYP2C19, luciferin-H EGE luminescence; active compounds read high; 0 = fully inhibited enzyme, 1 = untreated enzyme; AID 1025;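 active = activation factor of at least 2 at 5 µM in the primary screen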;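 note: 0 = wells with 2.5 mM tranylcypromine and 1 = vehicle-only wells; values of inactives mirror those of a sister screen read the other way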
PTK2B oligo ant = Pyk2 (human) oligomerization antagonism | Q14289 | Q293 cells, Pyk2 FERM NanoBiT luminescence; active compounds read low | z-score (the deposit names both 25 µM and 10 µM) | 99,000 compounds, 0.83% hits;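 active = Z-score of -3 or lower, scaled per plate to the spread of control and sample wells; inactive = z-score above -3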;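 note: negative z-score means lost luminescence so less FERM oligomerization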
PostGolgi yeast = growth inhibition of a yeast mutant, post-Golgi transport screen | post-Golgi transport phenotypic cell assay | inhibition, % at 10 µM | 98,000 compounds, 0.9% hits; in the data active = inhibition above about 30%;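 note: yeast cells grown in 1536-well plates; yeast grown about 18 h at 30C before absorbance read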
PLAP act = activators of human placental alkaline phosphatase. 96,000 compounds, 1.2% hits. activation fold at 20 µM. purified PLAP enzyme, luminescent substrate read-out; active compounds read high. P05187; in the data active = activation fold above about 2
Target sequence (P05187 whole entry, looked up): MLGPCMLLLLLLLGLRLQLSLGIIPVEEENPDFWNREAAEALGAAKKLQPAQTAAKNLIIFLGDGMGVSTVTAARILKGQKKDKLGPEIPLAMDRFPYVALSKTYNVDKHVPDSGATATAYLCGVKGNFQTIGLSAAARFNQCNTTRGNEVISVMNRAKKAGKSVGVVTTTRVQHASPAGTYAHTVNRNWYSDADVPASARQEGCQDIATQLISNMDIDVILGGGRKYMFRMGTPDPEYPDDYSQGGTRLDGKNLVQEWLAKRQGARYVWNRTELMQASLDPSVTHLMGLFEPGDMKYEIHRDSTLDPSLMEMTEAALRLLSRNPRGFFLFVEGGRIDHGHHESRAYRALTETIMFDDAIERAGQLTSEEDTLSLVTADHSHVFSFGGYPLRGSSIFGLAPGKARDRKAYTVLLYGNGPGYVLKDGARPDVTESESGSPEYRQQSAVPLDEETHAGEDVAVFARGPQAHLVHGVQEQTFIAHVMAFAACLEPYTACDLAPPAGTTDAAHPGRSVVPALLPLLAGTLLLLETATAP
CYP2C9 inh = human CYP2C9 inhibition | P11712 | CYP2C9 Supersomes, luciferin-H conversion, luminescence | inhibition, % at 5 µM | 96,000 compounds, 20% hits;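 active = blocking of liver enzyme CYP2C9 beyond about 50% at 5 µM, limit read from the data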; note: values of inactives mirror those of a sister screen read the other way
Starred values were filed as active, the others as inactive; · = not tested or not shown.

SMILES	E coli WT exp	EphB4 antag	CYP2C19 inhib	CYP2C9 activ	CYP2C19 activ	PTK2B oligo ant	PostGolgi yeast	PLAP act	CYP2C9 inh
COC(=O)c1cc(NC(=O)Cc2ccc(OC)cc2)cc(C(=O)OC)c1	0	7	38	0.2	0.6	-1.9	2	0.7	84*
C=CCSC1=NC(N)=C(C#N)C2(CCCCC2)C1C(N)=O (stereo not drawn)	0	·	89*	0.7	0.1	0.14	1	1	32
Cc1ccc(-c2nc(CS(=O)CC(=O)NCc3ccccn3)c(C)o2)cc1 (stereo not drawn)	0	-6	-4	0.9	1	·	-6	1.1	6
Cc1cccc(N2CCN(c3cccc(C)c3)C2c2cccnc2)c1	2	2	47	0.8	0.5	-0.32	-2	1.3	21
O=C(NC1CCCCC1)C(Cc1ccccc1)N1C(=O)C2C3CCC(C3)C2C1=O (stereo not drawn)	-7	0	16	0.9	0.8	1.8	-3	1.2	15
O=C(c1ccco1)N1CCN(C(=O)c2ccc(COc3ccc(F)cc3)o2)CC1	1	5	25	0.7	0.7	2.1	-7	1.2	34
CC1(C)OC(=O)N(c2cccnc2)C1(C)O (stereo not drawn)	5	-2	-14	1.1	1.1	-0.85	-7	0.9	-13
Cc1ccc(S(=O)(=O)N2CCOCC2)cc1NC(=O)c1cc2c(s1)CCC2	-5	6	52*	0.4	0.5	-0.29	-10	1.7	64*
O=C(NCc1ccco1)C1CCN(c2nnc(-n3cccc3)s2)CC1	1	·	42	0.6	0.6	·	-1	1.2	40
c1coc(CNc2nc(-c3ccncc3)cs2)c1	12	1	·	·	·	3.1	3	·	·
CC1(c2ccc(Cl)cc2)NC(=O)N(CC(=O)NC(=O)NCc2ccco2)C1=O (stereo not drawn)	1	5	66*	0.3	0.3	-0.37	18	1.6	67*
O=C(C1CCC(CNS(=O)(=O)c2cccc3nsnc23)CC1)N1CC=C(c2ccccc2)CC1 (stereo not drawn)	-7	-5	87*	0.3	0.1	·	5	1.5	71*
Cc1ccc(S(=O)(=O)NCC(=O)OCC(=O)N2CCc3ccccc32)cc1	6	2	-4	1.3	1	-1.1	4	0.9	-28
C=CCc1ccc(OCCCCCN2CCOCC2)c(OC)c1	0	2	64*	0.8	0.4	1.6	22	1.4	17
S=c1[nH]nc(COc2ccccc2)n1/N=C/C(Cl)=C/c1ccccc1	-10	-10	14	0.6	0.9	0.72	3	0.9	39
C=CCn1c(Br)nc2c1c(=O)n(C)c(=O)n2C	-6	-2	2	1	1	0.49	-1	1.1	-4
Cn1c(=O)n(Cc2ccccc2)c(=O)c2c1nc1n2CCCN1CCc1ccccc1	-20	-11	58*	0.7	0.4	-0.96	-2	1.6	33
COC(=O)CSc1nc(NC(C)=O)nc(C)c1Br	5	-3	-4	1.3	1	-0.02	4	1	-26
Cc1ccc(Cn2c(CN3CCN(C(=O)c4ccco4)CC3)nc3c2c(=O)n(C)c(=O)n3C)cc1	5	1	28	0.6	0.7	0.56	-8	1.3	40
O=C(CCCN1C(=O)c2ccccc2C1=O)NCc1cccnc1	2	-1	-3	1.4	1	-0.51	4	0.9	-39
Cc1ccc(Cn2nnc3c(=O)[nH]c(C4CCCN(C(=O)Nc5ccc(F)cc5F)C4)nc32)cc1 (stereo not drawn)	2	-5	40	0.5	0.6	-1	-1	1.2	54*
CCOC(=O)N1CCC(NC(=O)CC(NS(=O)(=O)c2ccc(C)cc2)c2ccco2)CC1 (stereo not drawn)	1	·	48	0.4	0.5	0.09	19	1.3	59*
CC(=O)NC1C(=O)Nc2c1cccc2C(F)(F)F (stereo not drawn)	8	0	3	1.1	1	1.1	2	1	-12
O=c1ccc2cc(S(=O)(=O)N3CCN(c4ccccc4)CC3)ccc2o1	-5	-5	1	0.9	1	-1	10	0.8	6
CCOC(=O)C(OC(=O)c1sc(=S)n(C)c1C)C(C)=O (stereo not drawn)	6	7	0	0.8	1	0.89	-4	1.6	16
Cc1ccc(-c2nnc(SCC(=O)OC(C)C)n2N)cc1	1	4	4	1.1	1	1.9	-2	1.2	-5
CCOC(=O)c1c(C)oc2cc(Br)c(OC(=O)N3CCOCC3)cc12	7	0	76*	0.5	0.2	-0.31	24	1.3	51*
CN(C)C=C1C(=O)c2ccccc2C1=O	-6	-8	-8	0.9	1.1	2.3	1	0.9	7
N#Cc1c(C(F)(F)F)cc(-c2ccco2)nc1SCc1ccncc1	-13	-2	87*	0.1	0.1	0.2	0	1	92*
O=C(NCc1ccco1)c1ccc(NC(=O)C2COc3ccccc3O2)cc1 (stereo not drawn)	2	5	25	0.8	0.7	1.9	-7	1	21
COc1cccc(NC(=O)COc2ccccc2C(N)=O)c1	3	7	38	0.8	0.6	1.1	12	0.8	20
C=C(C)C1Cc2c(C)nn(-c3ccccn3)c2C1 (stereo not drawn)	6	1	36	0.7	0.6	-0.7	-1	1.6	34
CC(C)CC(=O)N1CCN(C(=O)c2cccc(F)c2)CC1	4	0	27	1.1	0.7	0.55	-1	0.9	-12
CCOC(=O)Nc1sc2c(c1C(=O)OCC)CCC2	4	-6	15	1	0.9	0.77	5	1	-1
O=C1C=C(NCc2ccco2)CC(c2ccc(Cl)cc2)C1 (stereo not drawn)	-2	-6	62*	0.7	0.4	0.02	·	0.7	32
COc1ccc(C(C(O)C(=O)c2c[nH]c3ccccc23)N2CCN(c3ccccc3)CC2)cc1 (stereo not drawn)	0	11	28	0.7	0.7	-0.43	5	1.2	27
CCCc1nc2ccccc2c(C(=O)OCC(=O)c2ccc3c(c2)NC(=O)CO3)c1CC	-9	-1	-10	1.2	1.1	-1.4	13	1.1	-20
O=C(NCCc1ccc(Cl)cc1)C1CCC(=O)N1C1CCCC1 (stereo not drawn)	0	-10	26	2.3*	0.7	0.01	4	1	-134
O=C(O)CCCC(=O)Nc1nc(-c2ccccc2)cs1	-27	3	10	1	0.9	1.2	-4	1	0
Cc1onc(-c2ccccc2Cl)c1C(=O)Nc1cccc2nsnc12	-2	4	1	0.7	1	-0.77	-3	0.8	34

Some of the entries so far, with each value named:
Cc1ccc(Cn2nnc3c(=O)[nH]c(C4CCCN(C(=O)Nc5ccc(F)cc5F)C4)nc32)cc1 (stereo not drawn)
  E coli WT exp: 2
  EphB4 antag: -5
  CYP2C19 inhib: 40
  CYP2C9 activ: 0.5
  CYP2C19 activ: 0.6
  PTK2B oligo ant: -1
  PostGolgi yeast: -1
  PLAP act: 1.2
  CYP2C9 inh: 54*
CCOC(=O)N1CCC(NC(=O)CC(NS(=O)(=O)c2ccc(C)cc2)c2ccco2)CC1 (stereo not drawn)
  E coli WT exp: 1
  EphB4 antag: ·
  CYP2C19 inhib: 48
  CYP2C9 activ: 0.4
  CYP2C19 activ: 0.5
  PTK2B oligo ant: 0.09
  PostGolgi yeast: 19
  PLAP act: 1.3
  CYP2C9 inh: 59*
CC(=O)NC1C(=O)Nc2c1cccc2C(F)(F)F (stereo not drawn)
  E coli WT exp: 8
  EphB4 antag: 0
  CYP2C19 inhib: 3
  CYP2C9 activ: 1.1
  CYP2C19 activ: 1
  PTK2B oligo ant: 1.1
  PostGolgi yeast: 2
  PLAP act: 1
  CYP2C9 inh: -12

The list continues:
SMILES	E coli WT exp	EphB4 antag	CYP2C19 inhib	CYP2C9 activ	CYP2C19 activ	PTK2B oligo ant	PostGolgi yeast	PLAP act	CYP2C9 inh
COc1ccc2c(c1)[nH]c1c(=O)n(CCCN3CCOCC3)cnc12	10	-7	16	1.1	0.8	-0.54	0	0.9	-12
N#Cc1cn(-c2ccccc2)nc1-c1ccccc1	5	3	27	0.5	0.7	-0.63	20	1	47
FC(F)(F)c1cnc(-n2cc[nH]c2=S)c(Cl)c1	7	-3	20	0.8	0.8	-0.59	4	1.7	15
COc1cccc(C(=O)/C=C/Nc2cc(C)ccc2O)c1	-7	7	-6	1.3	1.1	-2	10	2.9*	-27
CCn1c(SC)nc(O)c(C(c2ccc(OC)c(O)c2)c2c(O)nc(SC)n(CC)c2=O)c1=O	-6	-3	-3	0.8	1	·	-5	1	23
O=C(COc1ccccc1)NCCSc1ccccc1	0	4	97*	0.4	0	0.77	-2	1.1	60*
CCn1ncc(/C=N/O)c1C	0	-8	-17	1	1.2	0.24	0	0.9	2
CCCCN(C)CCn1c(=S)[nH]c2ncccc2c1=O	5	-7	-2	1	1	-0.27	-6	1	-3
CCCCNC(=O)/C=C/c1ccc(OC)c(Br)c1	-3	1	41	1.6	0.6	-0.65	-5	0.9	-56
CN(CC(=O)NCCc1ccccc1)S(=O)(=O)c1cccs1	1	1	58*	0.6	0.4	1.1	-2	1	37
COc1ccc(CNc2ncnc3cc(OC)c(OC)cc23)cc1	1	1	10	1	0.9	0.12	18	1	-3
Cc1cc(NC(=O)C2CC(c3ccc(Cl)cc3)=NO2)no1 (stereo not drawn)	3	3	16	0.8	0.8	1.6	-2	1	21
C=CCNC(NC(=O)c1ccccc1)(C(=O)OCC)C(F)(F)F (stereo not drawn)	-3	-2	64*	0.8	0.4	0.22	-2	1.1	20
CC1(C)CC(=O)C(C#N)=C(NCCCO)C1	-1	-1	-14	1	1.1	0.97	-1	1	-4
CCN1CCN(Cc2ccc(NC(=O)Nc3cccs3)cc2)CC1	4	-4	-30	1.2	1.3	1.5	-5	1	-22
O=C(Cc1ccccc1)N/N=C/C=C/c1cccc([N+](=O)[O-])c1	2	1	2	1.3	1	2.4	-5	0.9	-29
Cc1sc(-c2ccccn2)nc1OC(=O)c1ccc(Cl)c(Cl)c1	-5	4	2	1	1	-0.26	1	0.9	4
Cn1c(=O)c(NC(=O)c2ccccc2)c2n(c1=S)CCCCC2	-6	-2	8	1	0.9	0.16	4	1	-2
CCOC(=O)C1CCCN(C/C(O)=C(\C#N)c2nc(-c3ccc(Cl)cc3)cs2)C1 (stereo not drawn)	9	-6	14	0.4	0.9	0.44	-9	1.5	58*
C#CC(=O)N(c1ccc(OC)c(OC)c1)C(C(=O)NC1CCCC1)c1cccs1 (stereo not drawn)	-4	-5	10	0.9	0.9	-2.5	-5	1.3	8
CC(=O)Nn1cc2c(c1-c1ccccc1)c(=O)n(C)c(=O)n2C	-4	-6	-5	1.1	1	0.88	3	1.1	-11
Cc1c(S(=O)(=O)Nc2ccc3c(c2)OCCO3)c(=O)n(C)c(=O)n1C	2	-3	23	0.9	0.8	·	22	0.9	10
CCCCCc1c(C)nc(N2CCc3ccccc3C2)[nH]c1=O	-5	7	-10	1.1	1.1	-0.56	-8	1	-10
COc1ccc2nc(NC(=O)C3CCCN(S(=O)(=O)c4c(C)noc4C)C3)sc2c1 (stereo not drawn)	-5	·	2	0.9	1	·	-5	0.9	15
COC(=O)c1ccc(-c2cc(C(=O)O)c3cc4c(cc3n2)OCCO4)cc1	-4	-2	15	1	0.9	-0.73	5	1.2	0
CC(C)N(C(=O)c1ccccc1-c1ccccc1)C(C)C	5	-7	26	0.8	0.7	2.1	-6	1	20
COc1cccc(-n2c(Cc3cc(=O)[nH]c(=O)[nH]3)nnc2SCc2cccnc2)c1	4	8	-1	1.2	1	·	-12	1.3	-19
CCOc1ccc(NS(=O)(=O)c2ccc(NS(=O)(=O)c3ccccc3)cc2)cc1	2	-6	55*	0	0.5	-0.58	-10	1.1	95*
CCOC(=O)C1=C(CSc2nc(CC)c(C)cc2C#N)OC(N)=C(C#N)C1c1ccccc1 (stereo not drawn)	0	-6	49	0.3	0.5	-1.1	-6	0.9	68*
CCOC(=O)CSc1nc2sc(C)c(C)c2c(=O)[nH]1	-3	3	26	0.8	0.7	0.09	6	1.2	21
O=C(NCc1ccco1)c1cc2nc(C3CC3)cc(C(F)(F)F)n2n1	1	1	6	0.7	0.9	-0.47	-1	1.1	28
CC(=O)OC(C(=O)NCc1ccco1)c1ccncc1 (stereo not drawn)	12	6	31	0.4	0.7	0.5	-2	1.1	55*
Cc1ccc(S(=O)(=O)N2CCCN(S(=O)(=O)C3CCS(=O)(=O)C3)CC2)cc1 (stereo not drawn)	-6	6	27	1.5	0.7	0.23	-12	0.8	-51
CCCCn1c(N)c(N(CC)C(=O)c2ccc3c(c2)S(=O)(=O)c2ccccc2C3=O)c(=O)[nH]c1=O	5	-2	-8	0.9	1.1	0.12	-6	1.4	13

From PubChem
